Screening data (PubChem)
AMA1-RON2 inh: AMA1-RON2 (P. falciparum) interaction inhibition; AlphaScreen AMA1-biotinylated RON2 peptide binding; Potency, µM (highest dose often 58.2 µM), without a hit: top-dose activity change, negative = inhibition, most hits filed as inhibitors; 360,000 tested, 0.2% active;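 also: potency is read from the fitted curve at half-maximal effect; 0% = vehicle wells and -100% = peptide control; nearly all actives have a fitted effect of over 45% in size; some results filed as inactive show a strong effect at the top dose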
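AMA1 (3D7) with his tag at 25 nM final met compounds first, then biotinylated RON2 peptide at 25 nM; detection used donor plus acceptor beads, 10 µg/mL apiece, read by AlphaScreen after 30 min at room temperature.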
Sm TGR block: inhibitors of Schistosoma mansoni thioredoxin glutathione reductase | Q962Y6 | purified TGR, DTNB reduction, TNB absorbance 405 nm | Potency, µM (top dose mostly 114 µM), inactives show at the top dose activity change, negative = inhibition, usual class: inhibitors | 360,000 tested, 3% active | AID 485364; also: potency is read from the fitted curve at half-maximal effect; nearly all actives have a fitted effect of over 60% in size
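Kinetic colorimetric format: TGR-catalysed, NADPH-driven DTNB reduction monitored via TNB absorbance. Enzyme dispensed at 20 nM; compound exposure 15 min at room temperature before reaction start.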
Tb PYK inh: blocks Trypanosoma brucei pyruvate kinase; TbPYK enzyme, Kinase-Glo Plus ATP luminescence, 45 min; Potency, µM (doses to about 76.8 µM), for the others: top-dose activity, negative = inhibition, most hits filed as inhibitors; 410,000 tested, 0.12% active; AID 624173; also: potency is read from the fitted curve at half-maximal effect; nearly all actives have a fitted effect of over 50% in size
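Luminescence from Kinase-Glo Plus, added after a 45-minute room-temperature reaction, served as the end-point read-out. The enzyme and substrate were preincubated with compound before ADP (130 uM final) initiated turnover. Concentration-effect curves came from normalized qHTS data.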
AmpC detergent: AmpC beta-lactamase inhibition with detergent present. P00811. AmpC hydrolysis of nitrocefin, absorbance 480 nm, 0.01% Triton. Potency, µM (titrated, usually from 114 µM), without a hit: at the highest dose activity change, negative = inhibition, actives largely listed as inhibitors. 370,000 tested, 0.041% active;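 also: potency is read from the fitted curve at half-maximal effect; 0% = no-compound wells and -100% = no-enzyme wells; nearly all actives have a fitted effect of over 25% in size; some results filed as inactive show a strong effect at the top dose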
Target sequence (P00811 whole entry, looked up): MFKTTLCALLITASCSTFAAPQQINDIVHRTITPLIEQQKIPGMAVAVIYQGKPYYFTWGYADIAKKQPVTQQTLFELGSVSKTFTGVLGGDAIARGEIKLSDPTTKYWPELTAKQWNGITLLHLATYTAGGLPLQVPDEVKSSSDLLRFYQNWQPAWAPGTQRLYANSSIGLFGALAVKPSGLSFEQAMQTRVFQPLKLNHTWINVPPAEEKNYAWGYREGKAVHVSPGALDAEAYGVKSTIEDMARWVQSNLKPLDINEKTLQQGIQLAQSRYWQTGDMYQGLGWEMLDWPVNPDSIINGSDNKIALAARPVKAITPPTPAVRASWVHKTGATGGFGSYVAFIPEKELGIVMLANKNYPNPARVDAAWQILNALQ
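AmpC (5.3 nM in the dispensed reagent) in 20 mM phosphate pH 7.0 with 0.01% (detergent screen) or 0.0001% Triton X-100 was preincubated with compounds for 15 min at room temperature. Nitrocefin was then added from an 800 uM solution, and hydrolysis was followed at 480 nm.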
HCMV inh: blocks human cytomegalovirus replication; HFF cells, HCMV-luciferase reporter, 72 h; active compounds read low; activity change, negative = inhibition, % at 57.5 µM; 410,000 tested, 4.5% active; in the data active = activity change below about -60%; inconclusive = no clear call, values can overlap the other calls; inactive = above about -39%
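Two-dose cell screen: HFF monolayers treated with compounds and infected with luciferase-expressing HCMV at 1 PFU/cell, 72 h at 37C, then lysed for luciferase measurement.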
AmpC no deterg: blocks E. coli AmpC beta-lactamase in detergent-free assay; P00811; AmpC nitrocefin hydrolysis, absorbance 480 nm, 0.0001% Triton; Potency, µM (top dose mostly 57.1 µM), inactives show at the highest dose activity change, negative = inhibition, actives largely listed as inhibitors; 330,000 tested, 0.52% active; AID 485341;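 also: potency is read from the fitted curve at half-maximal effect; plate controls were no compound for no effect and no enzyme for full effect; nearly all actives have a fitted effect of over 20% in size; some results filed as inactive show a strong effect at the top dose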
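AmpC (5.3 nM in the dispensed reagent) in 20 mM phosphate pH 7.0 with 0.01% (detergent screen) or 0.0001% Triton X-100 was preincubated with compounds for 15 min at room temperature. Nitrocefin was then added from an 800 uM solution, and hydrolysis was followed at 480 nm.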
LmPK inhibitor: inhibitors of Leishmania mexicana pyruvate kinase | Q27686 | AID 1721 | Potency, µM (top dose mostly 57.5 µM), for inactives: at the highest dose activity change, negative = inhibition, usual class: inhibitors | purified LmPK, Kinase-Glo ATP luminescence, 1 h | 290,000 tested, 0.37% active; also: potency is read from the fitted curve at half-maximal effect
Target sequence (Q27686 whole entry, looked up): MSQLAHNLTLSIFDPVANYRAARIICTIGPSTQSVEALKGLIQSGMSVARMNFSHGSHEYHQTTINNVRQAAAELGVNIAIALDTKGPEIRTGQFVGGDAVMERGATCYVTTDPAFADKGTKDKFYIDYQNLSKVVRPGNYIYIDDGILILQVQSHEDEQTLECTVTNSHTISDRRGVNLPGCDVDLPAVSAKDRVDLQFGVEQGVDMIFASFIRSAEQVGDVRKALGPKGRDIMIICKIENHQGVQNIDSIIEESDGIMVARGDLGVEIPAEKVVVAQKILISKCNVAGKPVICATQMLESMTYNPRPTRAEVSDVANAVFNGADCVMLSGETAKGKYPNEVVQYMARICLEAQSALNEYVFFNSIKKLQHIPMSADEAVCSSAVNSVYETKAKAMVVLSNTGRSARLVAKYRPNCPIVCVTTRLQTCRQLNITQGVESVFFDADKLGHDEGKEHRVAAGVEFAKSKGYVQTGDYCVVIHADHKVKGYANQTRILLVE
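In 50 mM imidazole pH 7.2 with 7 mM MgCl2, LmPK (0.1 nM) turned over PEP (0.5 mM) and ADP (0.1 mM) for 1 h at room temperature. Luciferase read-out of ATP.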
* = called active by the depositor; ? = inconclusive; nt = not tested or not shown; [ ] = remark or other dose. Unless noted, calls follow the shape of the dose curve; as a rule, active = well fitted curve in the direction sought with a large enough effect; inconclusive = small, poorly fitted or top-dose-only effect, or another doubt; inactive = no such curve, though single readings can be large; an effect the other way counts as inactive or inconclusive. Unless noted, % is scaled to controls: 0 for no effect and ±100 for the full control effect.

canonical_smiles | AmpC detergent | LmPK inhibitor | Tb PYK inh | AMA1-RON2 inh | Sm TGR block | AmpC no deterg | HCMV inh
Cc1ccnc(N2CCC(C(=O)Nc3ccc(Oc4ccccc4)cc3)CC2)n1 | -6.4% | 2.8% | -0.3% | -1.6% | 4.9% | -11.3% | 39.0
CCOc1cc(CNCCCN2CCOCC2)cc(Cl)c1OCC(=O)NC(C)(C)C | 3.6% | 1.1% | -2.3% | -11.1% | -3.0% | 37.0% | 1.2
CC(=O)Oc1cc2oc(=O)c3c(c2cc1Cl)CCC3 | 1.5% | 2.3% | 0.0% | -4.5% | -7.9% | -13.0% | -38.7
Cc1ccc(CNC(=O)CCSCc2cnn(-c3ccccc3)c2-n2cccc2)cc1 | -8.7% | nt | -4.2% | nt | -14.3% | nt | 28.2
Cc1ccc(N(CC(=O)N/N=C/c2ccc(OC3CSC3)cc2)S(=O)(=O)c2ccccc2)cc1 | -1.4% | 1.5% | -4.1% | 10.5% | -6.5% | -55.9% | 13.8
O=C(NCCc1c[nH]c2ccccc12)C1CCC(Cn2c(=S)[nH]c3ccccc3c2=O)CC1 (centres undefined) | 1.8% | 16.0% | -6.5% | 51.5%[activator] | 0.0% | -37.1% | -67.7*
O=C(O)CCSC(=S)N1CCOCC1 | 1.5% | -2.3% | -1.3% | -11.8% | -4.3% | -8.1% | 7.7
CC(=NC(C)C)C1=C(O)CCC1=O | -9.9% | 1.3% | -4.2% | -0.3% | -4.3% | -7.3% | ?
N#CC1=C(N)Oc2cc3ccccc3cc2C1c1cccs1 (centres undefined) | -0.4% | 4.4% | 4.1% | ? | -29.9% | ? | -3.7
COc1ccc(NC(=O)C2(C)CCN2Cc2ccccc2OC(F)F)cc1OC (centres undefined) | nt | nt | 4.8% | 4.2% | nt | nt | 45.9

(more compounds)
canonical_smiles | AmpC detergent | LmPK inhibitor | Tb PYK inh | AMA1-RON2 inh | Sm TGR block | AmpC no deterg | HCMV inh
COc1ccc(/C=C/C(=O)Nc2ccccc2C(=O)O)cc1 | -14.9% | ? | -3.1% | -6.4% | -0.9% | -21.4% | -2.8
CC(=O)NCCC(=O)Nc1cc(S(=O)(=O)N2CCOCC2)ccc1N1CCCC1 | -14.3% | nt | 0.3% | -21.3% | 0.6% | 1.0% | -14.1
CC(CNC(=O)COC(=O)c1cccnc1Cl)c1ccccc1 (centres undefined) | ? | nt | -13.0% | -12.2% | 2.5% | -13.4% | -26.0
COC(=O)c1c(NC(=O)c2ccccc2C(=O)O)sc2c1CCC2 | -14.5% | -0.3% | -6.9% | 2.9% | -16.0% | -30.8% | 13.7
COc1ccc(-c2cc3nc(C)c(CCC(=O)N4CCN(c5ccc(F)cc5)CC4)c(C)n3n2)c(OC)c1 | 23.5% | nt | -9.3% | nt | 2.2% | nt | 6.5
Cc1cccc(NC(=O)/C(C#N)=C/c2ccc[nH]2)c1C | -6.3% | 6.8% | -8.1% | -0.4% | -5.0% | -10.3% | 46.8
O=C(NCc1ccco1)c1cccn2c(=O)c3c4c(sc3nc12)CCCC4 | -13.4% | 0.5% | -11.2% | 4.9% | 12.6µM* | 3.3% | -11.2
CCOc1ccccc1N(CC(=O)NC1CCCCC1)C(=O)CCC(=O)Nc1cc(C)ccn1 | 3.1% | 0.8% | -3.2% | 22.1% | 13.4% | 89.2%[activator] | 8.6
O=C(CN1CCCC1)N1CCCc2ccccc21 | -0.8% | -3.6% | -2.1% | -10.1% | nt | -4.3% | -24.8
COc1cccc(CNC(=O)c2cccc(S(=O)(=O)N3CCN(C)CC3)c2)c1 | 6.1% | -4.1% | -10.6% | -1.3% | -8.6% | -0.8% | 25.0

(cont.)
canonical_smiles | AmpC detergent | LmPK inhibitor | Tb PYK inh | AMA1-RON2 inh | Sm TGR block | AmpC no deterg | HCMV inh
Cc1ccc(S(=O)(=O)Nc2ccc(C(N)=O)cc2)cc1[N+](=O)[O-] | -5.4% | 6.4% | -20.6% | 4.8% | 3.2% | -11.6% | 52.7
Cc1cccc(NS(=O)(=O)c2cccc(C(=O)NCC3(N4CCCCC4)CCCCC3)c2)c1 | 0.0% | nt | 0.2% | -20.3% | -8.1% | 15.0% | -5.1
Cc1ccc(S(=O)(=O)N2CC(O)C[C@H]2C(=O)OCC(=O)c2ccccc2)cc1 (some centres undefined) | -13.3% | -1.2% | -4.0% | -1.4% | -1.3% | -1.7% | 21.8
Cc1cc(Cl)ccc1NC(=O)CS(=O)(=O)c1cccc2nsnc12 | 1.0% | nt | -1.7% | nt | -15.6% | nt | -18.5
COc1ccc(OCc2cc(C(=O)N3C[C@H]4CC[C@H]3C4)no2)c(Cl)c1 | 2.7% | -6.0% | -8.0% | 7.8% | -28.4% | 55.6% | 14.9
Cc1ccc(S(=O)(=O)Nc2cccc(-c3ccc(N4CCCCCC4)nn3)c2)cc1C | -11.8% | 2.5% | 1.7% | 6.1% | -28.2% | -58.6% | -8.9
Cc1ccc(C(C)NC(=O)c2cccs2)cc1C (centres undefined) | nt | nt | 4.3% | -2.6% | nt | nt | 2.3
COc1ccc(/C=C/C(=O)C2CC2)cc1COc1c(C)cccc1C | 1.7% | 7.4% | 3.7% | -1.5% | 9.1% | 30.9% | -6.9
COc1ccc(N2CCN(C(=O)c3nn(C)c4c3CSc3ccccc3-4)CC2)cc1 | -4.1% | nt | -9.0% | nt | -8.1% | nt | ?
Cn1nccc1C(=O)N1CCN(c2ccc(F)cc2)CC1 | 0.2% | -2.9% | -1.9% | 0.6% | ? | 0.4% | 17.2

Gathered by group, the entries above containing an NH in an aromatic ring
canonical_smiles | AmpC detergent | LmPK inhibitor | Tb PYK inh | AMA1-RON2 inh | Sm TGR block | AmpC no deterg | HCMV inh
O=C(NCCc1c[nH]c2ccccc12)C1CCC(Cn2c(=S)[nH]c3ccccc3c2=O)CC1 (centres undefined) | 1.8% | 16.0% | -6.5% | 51.5%[activator] | 0.0% | -37.1% | -67.7*
Cc1cccc(NC(=O)/C(C#N)=C/c2ccc[nH]2)c1C | -6.3% | 6.8% | -8.1% | -0.4% | -5.0% | -10.3% | 46.8

More records follow:
canonical_smiles | AmpC detergent | LmPK inhibitor | Tb PYK inh | AMA1-RON2 inh | Sm TGR block | AmpC no deterg | HCMV inh
O=C1CN(C(=O)CN2CCN(S(=O)(=O)c3ccccc3)CC2)c2ccccc2N1 | nt | nt | -2.5% | -10.2% | nt | nt | 30.3
O=C(CC1N=C2c3ccccc3N=C(SCC(=O)Nc3ccccc3F)N2C1=O)NCc1cccs1 (centres undefined) | 15.7% | nt | -4.1% | nt | -8.2% | nt | 18.4
Cc1ccc(S(=O)(=O)c2cn(CC(=O)Nc3ccc4c(c3)OCO4)c3ccc(F)cc3c2=O)cc1 | -13.2% | nt | -2.0% | nt | 3.3% | nt | 10.0
FC(F)(F)c1cccc(N2CCN(Cc3nnc(-c4ccccc4)o3)CC2)c1 | 10.9% | nt | 6.5% | nt | -1.6% | nt | 0.7
Cc1cc(F)ccc1NC(=O)c1csc2c1CCC(C)C2 (centres undefined) | -1.9% | nt | -7.8% | nt | -1.2% | nt | 32.9
C=CCSc1ncccc1C(=O)NCCc1ccccc1 | -5.0% | -0.6% | 0.9% | 4.6% | 0.6% | -11.1% | 20.9
Cc1ccc(S(=O)(=O)NC(=NCC(=O)O)c2ccccc2)cc1 | -2.4% | 1.6% | 5.8% | -5.8% | -1.0% | -21.1% | 10.3
COC(=O)Cn1c2ccccc2c(=O)n1C(C)C | nt | nt | -10.6% | 6.1% | nt | nt | -7.1
O=C(O)CCN(CCC(=O)O)c1nnc(SCc2ccccc2)s1 | ? | -4.1% | -1.0% | 126.0%[activator] | 0.2% | -9.5% | 9.5
CN(C)C(=O)c1cc(C(=O)c2ccc(C(F)(F)F)cc2F)c[nH]1 | ? | -1.6% | 1.5% | 5.0% | 2.8% | 7.7% | 9.9

Complete entries, quoted from the list. Values in the order: AmpC detergent | LmPK inhibitor | Tb PYK inh | AMA1-RON2 inh | Sm TGR block | AmpC no deterg | HCMV inh
Listed for `C=CCSc1ncccc1C(=O)NCCc1ccccc1` : -5.0% | -0.6% | 0.9% | 4.6% | 0.6% | -11.1% | 20.9
Listed for `O=C(O)CCN(CCC(=O)O)c1nnc(SCc2ccccc2)s1` : ? | -4.1% | -1.0% | 126.0%[activator] | 0.2% | -9.5% | 9.5
Listed for `Cc1ccc(S(=O)(=O)c2cn(CC(=O)Nc3ccc4c(c3)OCO4)c3ccc(F)cc3c2=O)cc1` : -13.2% | nt | -2.0% | nt | 3.3% | nt | 10.0

Continuation:
canonical_smiles | AmpC detergent | LmPK inhibitor | Tb PYK inh | AMA1-RON2 inh | Sm TGR block | AmpC no deterg | HCMV inh
O=C(/C=C/[C@H]1O[C@@H](n2ccc(=O)[nH]c2=O)[C@H](O)[C@@H]1O)NC1CCN(Cc2ccccc2)C1 (some centres undefined) | nt | nt | -0.5% | 0.4% | nt | nt | 0.3
NC(=O)C1CCN(CC(=O)Nc2nccs2)CC1 | ? | 0.3% | 4.6% | 28.7% | 0.8% | -6.4% | 10.1
Cc1ccc(-c2[nH]ncc2CN2CCN(C(=O)c3cccs3)CC2)cc1C | ? | 10.8% | 3.0% | -20.6% | -20.6% | 84.1%[activator] | 89.3
C=CCn1c(C2CC2)n[nH]c1=S | 3.1% | -0.6% | -28.3% | 7.6% | -0.1% | -17.3% | 6.0
O=C(NCCC1=CCCCC1)c1cccc(S(=O)(=O)N2CCCCC2)c1 | -10.1% | nt | 4.6% | 15.9% | 1.8% | -13.6% | -32.1
Cc1oc(-c2ccccc2F)nc1CS(=O)(=O)CC(=O)NCCCN1CC(C)CC(C)C1 (centres undefined) | 1.1% | -3.0% | -0.1% | 3.7% | 0.3% | 57.3% | -22.9
Cc1cc(C(=O)Nc2c(C)nn(Cc3ccc(F)cc3)c2C)no1 | 13.8% | nt | 0.1% | nt | 1.8% | nt | 4.3
CCn1c(C)c2c(C)nnc(C)c2c1C | -4.6% | 3.0% | -11.0% | 6.2% | 44.7µM* | -2.8% | -7.6
O=C1CN(C(=S)NC(=O)c2ccc(-c3ccccc3)cc2)CCN1 | ? | -4.5% | -22.1% | 92.8%[activator] | 2.1% | 0.9%[2.29 µM] | 0.0
COC(=O)c1ccc(CNC(=O)C2CCC(=O)N(CCN3CCOCC3)C2)cc1 (centres undefined) | 3.1% | -2.3% | -4.9% | -1.5% | -20.9% | -4.0% | -21.2
O=C(NCC1CCCO1)c1ccc(Oc2ccc([N+](=O)[O-])cc2)cc1 (centres undefined) | -6.5% | 0.3% | -1.2% | 1.5% | 1.0% | -4.7%[2.29 µM] | -23.2
Cc1cccc(NC(=O)CSc2nnc(CNC(=O)c3ccco3)o2)c1 | -10.8% | -3.3% | 0.4% | -3.6% | -2.2% | -11.6% | 1.7
